Compound activity from PubChem BioAssay.
KCNQ1 inh: inhibitors of human KCNQ1 channel, primary screen, cell-based, thallium flux, high-throughput; Potassium voltage-gated channel subfamily KQT member 1 (Homo sapiens), P51787; CHO-K1 KCNQ1, FluxOR thallium flux fluorescence; hits give high values; B-score at 10 µM; hit rate 1.3% among 310,000; AID 2642, 2010;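 active = compounds whose thallium flux B-score, printed positive for inhibition, exceeds three library SD while starting fluorescence stays within three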;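 also: channel opened by potassium depolarization with thallium stimulus after 20 min compound exposure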
ANO1 block: TMEM16A chloride channel inhibitors, primary screen, cell-based, HTS; HEK293 TMEM16A/YFP iodide influx fluorescence, ionomycin; Anoctamin-1 (Mus musculus), Q8BHY3; normalized B-score (activity score, 25-100; higher = stronger inhibition) at 10 µM; hit rate 1.2% among 310,000;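 active = ratio plate-corrected score three or more library SD toward inhibition, starting fluorescence score within five deviations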;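 also: score derived from kinetic fluorescence span divided by baseline fluorescence per well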
TMEM16A act: TMEM16A chloride channel activators or potentiators, primary screen, cell-based, HTS; Anoctamin-1 (Mus musculus), Q8BHY3; HEK293 TMEM16A/YFP-H148Q/I152L, iodide quench fluorescence; hits give low values; B-score at 10 µM; hit rate 0.3% among 340,000; AID 623877, 2012;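 active = fluorescence-ratio B-score plate-corrected deviation score at least 3 library SD below zero, with starting fluorescence score within 5 deviations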;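 also: channel opened by trigger with iodide after compound preincubation; score built on the fluorescence ratio of max minus min over baseline; more negative score means more quench and so TMEM16A activation or potentiation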
HDAC3 inhib: HDAC3 deacetylase inhibitors, primary screen, biochemical, fluorescence, cell-free homogeneous. Histone deacetylase 3 (Homo sapiens), O15379. inhibition, % at 8.3 µM. hit rate 0.15% among 320,000. recombinant HDAC3, fluorogenic peptide/trypsin coupled; in the data active = inhibition above about 26%, passing the limit was not always enough
SKKanGAS inh: S. pyogenes SKKanGAS growth inhibitors in kanamycin, primary screen, streptokinase expression inhibitor project, SKKanGAS strain, BacTiter-Glo luminescence; 6 h; inhibition, % at 7.5 µM; hit rate 1.3% among 300,000; AID 1662, 2009;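 active = mean replicate score, as percent of positive control median, at least 50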;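 also: strain carries kanamycin resistance gene driven by streptokinase promoter and grows in 40 µg/ml kanamycin; loss of luminescence reflects streptokinase promoter inhibition or plain growth inhibition; 0% = median of DMSO wells and 100% = positive control at its reference dose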
KCNK3 inh: human KCNK3 channel inhibitors, primary screen, CHO cells, FluxOR thallium flux, B-score | B-score at 10 µM | AID 602410, 2012 | FluxOR fluorescence; hits give low values | Potassium channel subfamily K member 3 (Homo sapiens), O14649 | hit rate 0.84% among 340,000;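 active = B-score under library mean minus 4 SD, starting fluorescence ratio at most library mean plus 5 SD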;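 also: more negative B-score means stronger inhibition of thallium flux through KCNK3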
Target sequence (O14649 whole entry, looked up): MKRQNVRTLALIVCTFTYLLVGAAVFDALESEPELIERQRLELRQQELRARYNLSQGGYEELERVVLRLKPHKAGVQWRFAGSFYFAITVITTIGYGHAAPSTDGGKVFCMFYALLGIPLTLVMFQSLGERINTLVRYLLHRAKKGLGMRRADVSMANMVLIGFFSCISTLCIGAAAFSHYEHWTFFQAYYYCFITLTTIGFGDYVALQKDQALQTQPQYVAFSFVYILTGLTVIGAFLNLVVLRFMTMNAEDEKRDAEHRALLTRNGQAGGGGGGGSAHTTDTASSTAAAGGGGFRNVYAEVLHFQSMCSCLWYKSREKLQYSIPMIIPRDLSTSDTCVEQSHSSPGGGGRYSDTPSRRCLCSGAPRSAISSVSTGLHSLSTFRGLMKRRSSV
hERG rescue: hERG rescue from dofetilide block, primary screen, cell-based, CHO-hERG, FluxOR thallium flux, dofetilide IC70; dofetilide IC70 present; activation (rescue from dofetilide block), less the hit threshold, % at 10 µM; hit rate 0.51% among 310,000;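 active = activation above the mean of controls blocked by dofetilide plus 5 SD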;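 also: thallium influx through hERG after potassium depolarization seen as dye fluorescence rise; in these data hits start at about 4.7%; inactives centre near -7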
RGS4 act: RGS4 potentiators or activators, primary screen, cell-based, HEK293 M3R inducible RGS4, calcium flux | B-score at 10 µM | hit rate 0.92% among 310,000 | carbachol calcium flux Fluo4; hits give low values;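 active = B-score of the integrated calcium signal more than 4 SD below the library mean, with starting fluorescence not abnormally high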;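 also: negative B-score means reduced calcium response which marks RGS4 activation or potentiation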
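Material: Inducible-RGS4 HEK293 cells carrying M3 receptor; also added: carbachol at ECmax as muscarinic agonist stimulus; incubation: compound preincubation 20 min at room temperature before agonist; signal: Fluo4-AM (2 µM) calcium-flux fluorescence, kinetic read; measure: integrated calcium ratio converted to B score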
KCNK9 block: KCNK9 potassium channel inhibitors, primary screen, HEK293 cells, thallium flux | B-score at 10 µM | hit rate 1.2% among 310,000 | FluxOR thallium flux fluorescence; hits give low values | Potassium channel subfamily K member 9 (Homo sapiens), Q9NPC2;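 active = ratio B-score over 3 SD below the library mean, with starting fluorescence within 5 SD of its mean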;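 also: negative B-score means less thallium flux so channel inhibition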
Target sequence (Q9NPC2 whole entry, looked up): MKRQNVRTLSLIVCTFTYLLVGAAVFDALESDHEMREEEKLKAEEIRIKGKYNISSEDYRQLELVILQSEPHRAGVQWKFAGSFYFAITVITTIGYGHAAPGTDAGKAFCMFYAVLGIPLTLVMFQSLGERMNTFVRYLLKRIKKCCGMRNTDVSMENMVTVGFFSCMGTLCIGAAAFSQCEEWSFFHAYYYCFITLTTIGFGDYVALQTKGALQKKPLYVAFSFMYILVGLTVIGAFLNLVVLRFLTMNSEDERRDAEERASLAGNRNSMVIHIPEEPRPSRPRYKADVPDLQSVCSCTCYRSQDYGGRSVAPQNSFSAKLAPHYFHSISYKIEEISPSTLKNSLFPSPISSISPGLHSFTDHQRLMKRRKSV
KCNQ1 act: potentiators or activators of KCNQ1 channel, primary screen, cell-based, thallium flux, high-throughput; Potassium voltage-gated channel subfamily KQT member 1 (Homo sapiens), P51787; CHO-K1 KCNQ1, thallium flux FluxOR fluorescence; hits give high values; B-score at 10 µM; hit rate 0.35% among 310,000;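 active = fluorescence ratio B-score, a plate-corrected score, at least three library SD, with initial intensity B-score within 5 SD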
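assay system = CHO-K1 cells stably expressing KCNQ1 | medium = assay buffer, equal DMSO in all wells | timing = 37 °C overnight plating, 90-min dark dye load, 20-min compound pretreatment | measured by = kinetic FluxOR thallium fluorescence, 10-s 1-Hz baseline, 110-s post-stimulus read | measure = fluorescence change relative to baseline, converted to B score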
RGS4 block: RGS4 inhibitors, primary screen, cell-based, HEK293 M3R inducible RGS4, calcium flux | Regulator of G-protein signaling 4 (Homo sapiens), P49798 | Fluo-4 calcium flux; hits give high values; triggered by carbachol at its EC20 | B-score at 10 µM | hit rate 0.45% among 310,000;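 active = B-score, a plate-corrected calcium signal, over three deviations above library mean, with baseline fluorescence within five deviations of library mean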;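 also: RGS4 expression induced by doxycycline in cells with stable M3 receptor; B-score is computed from the integrated fluorescence ratio over baseline after carbachol; higher B-score means a larger calcium signal and so more RGS4 inhibition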
Target sequence (P49798 whole entry, looked up): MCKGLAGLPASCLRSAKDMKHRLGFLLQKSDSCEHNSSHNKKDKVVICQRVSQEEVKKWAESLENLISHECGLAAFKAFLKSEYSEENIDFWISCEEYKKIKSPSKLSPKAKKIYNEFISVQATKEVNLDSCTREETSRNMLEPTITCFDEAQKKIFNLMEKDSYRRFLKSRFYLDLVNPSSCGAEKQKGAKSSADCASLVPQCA
Active calls of the source: *; i = inactive; · = no result given.

Values in the order – KCNQ1 inh, RGS4 block, RGS4 act, SKKanGAS inh, KCNK9 block, KCNQ1 act, TMEM16A act, HDAC3 inhib, ANO1 block, hERG rescue, KCNK3 inh
[1] CC(=O)Nc1ccc(C2=NN(c3ccccc3)C(c3cccs3)C2)cc1 (stereo not drawn)
→ i, i, i, 13, i, i, i, -1, i, -4, i
[2] COc1ccc(Nc2nc(NC(C)(C)C)nc(N3CCCC3)n2)c(OC)c1
→ 8*, i, i, 20, i, i, i, 0, i, -15, i
[3] N=C1C(c2nc3ccccc3[nH]2)=C(O)CN1c1ccccc1
→ i, i, i, 34, i, i, i, -5, i, -6, i
[4] O=c1c2cc3c(=O)n(CC4CCCO4)c(=O)c3cc2c(=O)n1CC1CCCO1 (stereo not drawn)
→ i, i, i, 2, i, i, i, -4, i, -6, i
[5] O=C1CC(c2ccccc2)=Nc2ccc(Br)cc2N1
→ i, i, i, 0, i, i, i, 10, i, -3, i
[6] CC(C)N=C(NS(=O)(=O)c1ccccc1)C(Cl)(Cl)Cl
→ i, i, i, 2, i, i, i, -4, i, -5, i
[7] CCS(=O)(=O)C1=NN2C(=N)/C(=C\c3ccc(OS(=O)(=O)c4ccccc4)c(OC)c3)C(=O)N=C2S1
→ i, i, i, 5, i, i, ·, 6, i, -30, ·
[8] Cc1ccc(S(=O)(=O)N2CCN(c3c([N+](=O)[O-])cc(C(F)(F)F)cc3[N+](=O)[O-])CC2)cc1
→ i, i, i, 33, i, i, i, 2, i, -11, i
[9] Cc1ccccc1/C=N\NC(=O)c1ccc(Cn2cccn2)o1
→ i, i, i, 4, i, i, i, -6, i, -5, i
[10] O=C(Nc1ccncc1)C1CCN(S(=O)(=O)c2ccc(Cl)cc2)CC1
→ i, i, i, -17, i, i, i, 1, i, -12, i
[11] COC(=O)c1nc2cc3c(cc2c(C)c1C(=O)OC)OCO3
→ i, i, i, 5, i, i, i, -19, i, -14, i
[12] Cn1c(N)c(C(=O)COC(=O)c2ccc3c(c2)OCCO3)c(=O)n(C)c1=O
→ i, i, i, 9, i, i, i, -7, i, -9, i
[13] COc1ccc(CNC(=O)Nc2cc(C)ccc2C)cc1
→ i, i, i, 5, i, i, i, 0, i, -10, i
[14] CCOc1ccc(S(N)(=O)=O)cc1-c1nc2c(C(C)(C)C)nn(C)c2c(=O)[nH]1
→ i, i, i, 11, i, i, i, ·, i, -7, i
[15] COc1ccc(S(=O)(=O)Nc2ccc(S(=O)(=O)N3CCOCC3)cc2)cc1C
→ i, i, i, 3, i, i, i, -7, i, -4, i
[16] COC(=O)CC1SC(=O)NC1=Nc1ccc(O)cc1 (stereo not drawn)
→ i, i, i, -5, i, i, i, 4, i, -1, i
[17] COc1ccc(C(=O)N=c2nc3ccccn3s2)cc1
→ i, i, i, 27, i, i, i, 3, i, -8, i
[18] CCC(C)(C)NC(=O)C(c1ccc(OC)cc1)N(C(=O)CCC(=O)Nc1cc(C)on1)c1ccc(OC)c(OC)c1 (stereo not drawn)
→ i, i, i, 1, i, i, i, 5, i, -3, i
[19] CCCCCC(=O)N/N=C(\C)c1ccccn1
→ i, i, i, -8, i, i, i, -1, i, -12, i
[20] Cc1cc(NC(=O)c2c(Cl)c(C)nn2C)no1
→ i, i, i, 1, i, i, i, 7, i, -8, i
[21] COC(=O)c1ccc(NC(=S)NN2CCOCC2)cc1
→ i, i, i, 1, i, i, i, 4, i, -8, i
[22] CCOC(=O)C1=C(OCc2ccc(Cl)cc2)C2C=C(C)C=CC2N=C1 (stereo not drawn)
→ i, i, i, 35, i, i, i, 11, i, -9, i
[23] O=c1oc2ccccc2cc1-c1nnc(NCc2ccco2)s1
→ i, i, i, -8, i, i, i, -10, i, -7, i
[24] O=C(Cc1c(O)c2ccccc2[nH]c1=O)NCc1ccccc1F
→ ·, ·, ·, 1, ·, ·, i, -4, i, ·, i
[25] CC12CN(Cc3ccccc3)CC(C)(CN(Cc3ccccc3)C1)C2=O
→ i, i, i, -4, i, i, i, 8, i, -20, i
[26] Cc1ccc(C(=O)N2CCN(C)CC2)cc1S(=O)(=O)N1CCOCC1
→ i, i, i, -6, i, i, i, -8, i, -3, i
[27] CCCCN1C(=O)CC(C(=O)O)C1c1ccc(OC)cc1 (stereo not drawn)
→ i, i, i, -6, i, i, i, -3, i, -7, i
[28] Cc1cccc(NC(=O)CSc2nc(-c3ccccc3)c(C#N)c(=O)[nH]2)c1C
→ i, i, i, 0, i, i, i, -2, i, 0, i
[29] CCCCCCCC(=O)N/N=C/c1ccncc1
→ i, i, i, -21, i, i, i, -1, i, -7, i
[30] CCN1CCC2(CC1)N=C(c1ccc(F)cc1)C(=S)N2C(=O)c1ccc(C)cc1
→ i, i, i, 1, i, i, i, 3, i, -28, i
[31] CC(Sc1nc2cc(Cl)ccc2s1)C(=O)Nc1ccc2c(c1)OCO2 (stereo not drawn)
→ i, i, i, 12, -7.4*, i, i, 0, i, -7, i
[32] COc1cc(CCC(=O)Nc2cc(Cl)ccc2N2CCN(C)CC2)cc(OC)c1OC
→ i, i, i, -1, i, i, i, 0, i, -1, i
[33] CCOc1ccnc(OCC)c1Br
→ i, i, i, -4, i, i, i, -2, i, -9, i
[34] O=C(c1ccccc1Nc1ccc(SC(F)F)cc1)N1CCCCCC1
→ i, i, i, 13, i, i, i, 1, i, -12, i
[35] CN(C)CCNC(=O)C1CCN(S(=O)(=O)c2ccc3ccccc3c2)CC1
→ i, i, i, -12, i, i, i, 3, i, -11, i
[36] CC(C(=O)NCC1(c2ccccc2)CCCC1)N1CCCC1 (stereo not drawn)
→ i, i, -7.9*, -1, i, i, ·, 0, i, 2, i
[37] Cn1c(=O)c2c(nc(CN3CCN(Cc4ccccc4)CC3)n2Cc2cccc(Cl)c2)n(C)c1=O
→ i, i, i, -4, i, i, i, ·, i, -13, i
[38] CCOC(=O)C1CCN(C(=O)c2ccc(OCC(=O)Nc3cccc(C(F)(F)F)c3)cc2)CC1
→ i, i, i, 29, i, i, i, 10, i, -14, i
[39] CCCCN(CCCC)C(=O)c1cn(CC)c2cc(N3CCN(C)CC3)c(F)cc2c1=O
→ i, i, i, 0, i, i, i, -21, i, -4, i
[40] O=C1OC(N2CCN(C/C=C/c3ccccc3)CC2)c2ccccc21 (stereo not drawn)
→ i, i, i, 4, i, i, i, -4, i, -6, i
[41] O=c1ccc(-c2ccc(S(=O)(=O)N3CCCCC3)o2)n[nH]1
→ i, i, i, -1, i, i, i, 0, i, -6, i
[42] O=C(COc1ccc2c3c(c(=O)oc2c1)CCC3)NCc1ccccn1
→ i, i, i, -18, i, i, i, -9, i, -10, i
[43] CCn1cc(C(=O)N2CCN(c3ccccc3)CC2)c(=O)c2cc(S(=O)(=O)N3CCOCC3)ccc21
→ i, i, i, 24, i, i, i, 6, i, -6, i
[44] CC12CC(NC(=O)N1c1cccc(C(=O)N3CCN(c4ccccn4)CC3)c1)c1ccccc1O2 (stereo not drawn)
→ i, i, i, 5, i, i, i, 2, i, -7, i
[45] C[N+](C)(C)CCNC(=O)c1cc[n+](Cc2ccccc2)c(/C=N/O)c1
→ i, i, i, -3, i, i, i, 8, i, -15, i
[46] Cc1cc(C)c(C#N)c(Nc2cccc(Br)c2)n1
→ i, i, i, 12, i, i, i, 0, i, -5, i
[47] COc1ccccc1NC(=O)c1nc[nH]c1C(=O)Nc1ccccc1OC
→ i, i, i, -6, i, i, i, 3, i, -5, i
[48] CCOc1ccccc1N(C(=O)c1snc(C(N)=O)c1N)C(C(=O)NCCC(C)C)c1ccco1 (stereo not drawn)
→ i, i, i, 3, i, i, i, 6, i, -10, i
[49] O=C1OC(N2CCN(c3ccccn3)CC2)c2ccccc21 (stereo not drawn)
→ i, i, i, 5, i, i, i, -7, i, -3, i
[50] COCCNC(=O)c1onc(CSc2ccc(F)c(F)c2)c1C(=O)O
→ i, i, i, 1, i, i, i, -3, i, -6, i
[51] COc1ccc(CCNC(=O)c2ccc(CNS(=O)(=O)c3ccccc3)cc2)cc1OC
→ i, i, i, -14, i, i, i, 1, i, -11, i
[52] O=C(O)c1ccc(Sc2nnc3ccccn23)c([N+](=O)[O-])c1
→ i, i, i, 0, i, i, i, 7, i, -10, i
[53] C[N+]1(CC(=O)OC2CCCCCCCCCCC2)CCCC1
→ i, i, -7.2*, 7, i, i, i, 3, i, -3, i
[54] CSc1cccc(NC(=O)C2CCN(C(=O)c3ccccc3C)CC2)c1
→ i, i, i, 9, i, i, i, 3, i, -8, i
[55] C[C@H]1C=C(C(=O)NC2CC2)O[C@@H](OCc2ccc(CO)cc2)C1
→ i, i, i, 3, i, i, i, -2, i, -6, i
[56] O=C(O)/C=C/C(=O)NCCc1cccc(Cl)c1
→ i, i, i, 4, i, i, i, 0, i, -21, i
[57] O=C(N=Nc1ccc(NOC(=O)c2ccccc2Br)cc1)c1ccccc1O
→ i, i, i, 41, i, i, ·, 12, i, -30, ·
[58] O=C(O)C1[C@H]2C(=O)N(C3CCCC3)C[C@]23C=C[C@H]1O3 (stereo partly drawn)
→ i, i, i, -1, i, i, i, -2, i, 1, i
[59] Cc1cccc(NC(=O)C(C)Oc2ccccc2C)n1 (stereo not drawn)
→ i, i, i, -1, i, i, i, -2, i, -10, i
